ERb SRC1 inh – ER-beta (human) coactivator binding inhibition. Q92731. TR-FRET ER-beta LBD / SRC1-Cy5 peptide binding; receptor agonist-loaded with 1 µM estradiol. inhibition, % at 25.6 µM. 1.3% of 86,000 active. AID 633;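 active = compounds whose percent inhibition of the receptor-coactivator binding signal exceeds about 50% in the single-dose screen, limit read from the data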;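 note: 0% = receptor plus peptide wells without compound and 100% = peptide-only wells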
FAK blocker – blocks human focal adhesion kinase activity. AID 727. 0.84% of 97,000 active. inhibition, %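 (tested at 7 µM)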. Q05397. biochemical FAK kinase activity assay; in the data active = inhibition above about 19%;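 note: 0% = DMSO and 100% = reference compound high control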
Target sequence (Q05397 whole entry, looked up): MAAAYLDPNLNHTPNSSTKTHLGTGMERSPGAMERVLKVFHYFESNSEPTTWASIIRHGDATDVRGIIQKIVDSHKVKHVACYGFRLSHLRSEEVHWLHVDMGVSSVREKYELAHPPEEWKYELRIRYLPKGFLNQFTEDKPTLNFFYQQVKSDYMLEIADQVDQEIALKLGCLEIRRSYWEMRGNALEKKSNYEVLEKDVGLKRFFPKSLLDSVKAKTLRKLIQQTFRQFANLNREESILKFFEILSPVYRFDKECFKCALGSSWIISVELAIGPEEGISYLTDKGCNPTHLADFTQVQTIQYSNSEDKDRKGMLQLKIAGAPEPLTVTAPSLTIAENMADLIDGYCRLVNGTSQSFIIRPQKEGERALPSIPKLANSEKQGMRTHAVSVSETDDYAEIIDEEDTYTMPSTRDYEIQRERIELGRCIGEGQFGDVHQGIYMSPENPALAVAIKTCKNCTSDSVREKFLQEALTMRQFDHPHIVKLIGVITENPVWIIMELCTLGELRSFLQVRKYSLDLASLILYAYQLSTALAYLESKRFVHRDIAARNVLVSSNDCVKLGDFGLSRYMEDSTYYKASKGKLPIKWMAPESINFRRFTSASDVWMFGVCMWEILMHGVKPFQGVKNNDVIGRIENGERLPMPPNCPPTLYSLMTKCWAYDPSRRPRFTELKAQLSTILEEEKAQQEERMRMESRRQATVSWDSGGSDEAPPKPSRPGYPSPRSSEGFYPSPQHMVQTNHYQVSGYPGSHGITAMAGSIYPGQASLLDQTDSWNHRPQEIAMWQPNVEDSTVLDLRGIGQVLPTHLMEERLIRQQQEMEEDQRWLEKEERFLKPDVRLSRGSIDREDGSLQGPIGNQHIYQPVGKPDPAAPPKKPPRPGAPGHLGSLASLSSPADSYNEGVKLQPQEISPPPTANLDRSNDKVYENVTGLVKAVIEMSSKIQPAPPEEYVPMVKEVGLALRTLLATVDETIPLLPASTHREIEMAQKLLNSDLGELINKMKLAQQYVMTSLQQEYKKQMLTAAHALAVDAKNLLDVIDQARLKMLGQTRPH
Mac1 fbg inh – CD11b/CD18-fibrinogen binding inhibition; P05107+P11215; K562 CD11b/CD18 adhesion to fibrinogen, ATPlite luminescence; Mn2+ added to activate the integrin; inhibition, % at 10 µM; AID 1497; 0.54% of 93,000 active;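 active = primary inhibition of 50% or more at 10 µM, then 40% or more on retest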; note: some results filed as inactive read as strong as hits
ERa coact inh – blocks coactivator binding to human estrogen receptor alpha. TR-FRET ER-alpha LBD / SRC-1 peptide, estradiol-bound. inhibition, % at 25.6 µM. 1.7% of 86,000 active; in the data active = inhibition above about 50%;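 note: 0% = receptor plus peptide control and 100% = peptide only without receptor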
Plk1 PBD FP – Plk1 (human) PBD binding inhibition. AID 693. inhibition, %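 (tested at about 20 µM)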. 0.13% of 97,000 active. Plk1 PBD phosphopeptide binding, fluorescence polarization; in the data active = inhibition above about 34%, passing the limit was not always enough
CD11b adhes enh – enhancers of human CD11b/CD18 binding to fibrinogen | activation, % at 10 µM | 0.07% of 93,000 active | P05107+P11215 | K562 CD11b/CD18 adhesion to fibrinogen, ATPlite luminescence;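 active = 10 µM primary screen giving 50% or more activity, confirmed by 40% or more on retest at that dose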; note: strong numbers were not always called active
HIV Rev-RRE inh – inhibitors of HIV-1 Rev-RRE RNA interaction | P05866 | 0.79% of 97,000 active | AID 704 | Rev peptide-RRE RNA binding, FRET | inhibition, % at 8 µM;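 active = inhibition above the screen-wide mean plus 3 SD, cut at about 35% in these data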;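 note: 0% = median DMSO wells and 100% = median Neomycin B control wells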
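Test system: Cy5-tagged RRE RNA duplex with fluorescein-tagged Rev peptide; Probe or stimulus: labelled Rev peptide; Schedule: 5 min preincubation and 15 min binding, 25 °C; Signal: FRET fluorescence readout; Evaluation: % inhibition from 671/540 nm acceptor-to-donor ratio, scaled between controls; Control set: DMSO and neomycin B.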
ERa coact pot – enhances coactivator binding to human estrogen receptor alpha; 1.3% of 86,000 active; TR-FRET ERalpha-LBD/SRC-Cy5 coactivator binding, 2 h; 100 = basal binding, no effect; AID 639; P03372; coactivator binding (% of control), % at 25.6 µM; in the data active = activity above about 200%;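 note: binding measured in presence of low estradiol as agonist stimulus; 0% = peptide alone without receptor and 100% = receptor with peptide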
PLK1 inh – inhibitors of human PLK1 kinase | recombinant PLK1 kinase, TR-FRET peptide phosphorylation | 0.53% of 97,000 active | inhibition, % at 10 µM | P53350;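 active = inhibition of 50% or more in the single-concentration screen; inactive = inhibition below 50%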;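 note: 0% = DMSO max control and 100% = H-89 dihydrochloride min control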
Numbers without * were called inactive; nt = not tested or not shown; [ ] = remark or other dose. An unsorted share of the library. About 4.7% of those tested had a hit in this group.

ERb SRC1 inh	FAK blocker	Mac1 fbg inh	ERa coact inh	Plk1 PBD FP	CD11b adhes enh	HIV Rev-RRE inh	ERa coact pot	PLK1 inh	structure
2	-5	38	-5	-29	0	1	104	-10	O=C(CCn1nc(-c2ccccc2)c2ccccc2c1=O)NCC1CCCO1 (stereo not drawn)
-4	4	7	-3	29	3	2	93	-8	O=C(NC1CCCCC1)C(c1ccco1)N(C(=O)c1csnn1)C1CCCC1 (stereo not drawn)
20[fluorescence artefact?]	13	4	17	-5	2	6	80[fluorescence artefact?]	-2	Nc1ccc2c(c1)N1CCN=C1S2
0[fluorescence artefact?]	-2	-2	-3	6	8	-2	108	-16	Cc1cc2c(cc(C(=O)OC(C(=O)NCc3ccco3)C(C)C)n2C)o1 (stereo not drawn)
-7	1	-2	-7	-14	1	6	112	2	Cc1nc2ccccc2c(=O)n1NC(=O)c1ccc(F)cc1Cl
99*[fluorescence artefact?]	3	-10	97*[fluorescence artefact?]	5	-3	-1	1[fluorescence artefact?]	-9	C/C(N)=C(/C#N)C(=O)CSc1nnc(NC(C)C)s1
nt	0	nt	nt	4	nt	2	nt	-9	CCC(=O)NNc1cc(=O)c2c(=O)n(C)c(=O)n(C)c2[nH]1
nt	1	nt	nt	22	nt	2	nt	-5	O=C(O)c1ccc2c(c1)C(=O)N(NC(=O)c1ccccc1)C2=O
nt	1	10	nt	-8	7	7	nt	-10	CC1CCc2c(sc(NC(=O)COC(=O)c3ccccc3NCc3ccco3)c2C#N)C1 (stereo not drawn)
-2	nt	4	-5	nt	1	nt	111	nt	C=CCn1nnnc1SCC(=O)Nc1ccccc1C(=O)OC
-7	-2	4	-2	9	-2	12	108	-8	Cc1cc(C)c(NC(=O)CN(C2CCCCC2)C2CCCCC2)c(C)c1
18[fluorescence artefact?]	3	-20	3	-12	0	8	100	-14	COc1ccc(-c2noc(CCC(=O)N(C)c3cccc(C)c3)n2)cc1
-15[fluorescence artefact?]	2	-6	-11	-29	4	4	107	5	Clc1ccccc1OCc1nc(-c2ccncc2)no1
3[fluorescence artefact?]	1	22	0	6	-2	5	177[fluorescence artefact?]	-20	Cc1nn(C(C)C(=O)NCc2ccccc2Cl)c(=O)c2c1sc1ccccc12 (stereo not drawn)
-11[fluorescence artefact?]	12	nt	2	-10	nt	6	99	4	Cc1ccc2c3c([nH]c2c1C)-c1nonc1CC3
2	nt	-13	3	nt	-3	nt	113[fluorescence artefact?]	nt	Cc1nnc(SCC(=O)NCc2ccc3c(c2)OCO3)[nH]c1=O
-26[fluorescence artefact?]	0	-8	-14	7	-3	0	116	4	COC(=O)CSc1nnc2n1C(C)(C)Cc1ccccc1-2
-10[fluorescence artefact?]	1	-26	-10	1	7	4	96	-9	COc1ccccc1NC(=O)c1cc(Cl)ccc1NC(=O)c1ccco1
2[fluorescence artefact?]	-2	nt	11	13	nt	-1	99	-6	CCc1c(C(=O)NCc2ccc3c(c2)OCO3)[nH]c(C)c1C(C)=O
-1	5	-1	-1	0	4	7	107[fluorescence artefact?]	-6	O=C(COC(=O)c1cncc(Br)c1)NCC1CCCO1 (stereo not drawn)
17	-3	-5	8	-26	2	6	108[fluorescence artefact?]	-9	CCc1cc2c(=O)n(-c3ccccc3)cnc2s1
5[fluorescence artefact?]	0	nt	22	-7	nt	5	113[fluorescence artefact?]	-9	CCC(=O)NCCc1nc2ccccc2n1Cc1ccccc1
8[fluorescence artefact?]	6	nt	14	-16	nt	4	90	-9	Cc1cccc(Cc2c(C)nc3nc(SCC(=O)NCc4ccco4)nn3c2C)c1
11[fluorescence artefact?]	nt	-27	14[fluorescence artefact?]	nt	21	nt	147[fluorescence artefact?]	nt	CCOc1ccc2nc(N3CCCN(C(=O)Nc4ccccc4C)CC3)c(C#N)cc2c1
-16	-2	-36	-2	27	-3	6	117	-5	Cc1nn(C)c2ncc(C(=O)c3cc(F)ccc3O)cc12

Other records
ERb SRC1 inh	FAK blocker	Mac1 fbg inh	ERa coact inh	Plk1 PBD FP	CD11b adhes enh	HIV Rev-RRE inh	ERa coact pot	PLK1 inh	structure
-1	0	-7	0	-17	2	1	124	-8	O=C(COc1cccc(-n2cnnn2)c1)N1CCOCC1
2	0	-2	1	22	-6	7	72	-6	O=Cc1ccc(Sc2nnc(-c3ccccc3)o2)c([N+](=O)[O-])c1
-28	-1	10	-18	-16	-4	5	118	-9	Cc1ccc(S(=O)(=O)NC2(C(F)(F)F)NC(=O)N(C)C2=O)cc1 (stereo not drawn)
-2	3	0	-8	-8	0	3	92[fluorescence artefact?]	2	CN(C)c1ccccc1C(=O)c1ccccc1N(C)C
-5[fluorescence artefact?]	nt	-16	3	nt	-6	nt	102	nt	CC(O)/C=C/c1ccc2ccccc2n1 (stereo not drawn)
19	-5	-6	10	-5	-5	0	85	-1	O=C(O)c1cccc(NS(=O)(=O)c2ccc(Cl)c(C(=O)O)c2)c1
7	1	-4	4[fluorescence artefact?]	-28	2	1	113	-21	CS(=O)(=O)N(CC(=O)N1CCCC1)c1cccc(Cl)c1Cl
42	9	-73	35[fluorescence artefact?]	1	5	3	47[fluorescence artefact?]	7	CN(C)c1cccc(NC2=CC(=[N+]3CCOCC3)CC(C)(C)C2)c1
-9	nt	-13	-9	nt	2	nt	136	nt	COCC(C)NC(=O)c1noc2c1CCc1cc(OC)ccc1-2 (stereo not drawn)
-6	0	3	-11	9	1	0	79	-4	Nc1nc(CSc2ccccn2)nc(Nc2ccccc2)n1
-4[fluorescence artefact?]	-1	nt	3[fluorescence artefact?]	2	nt	4	122	-23	Cc1cc(-c2ccccc2)nc(N2CCC(C(=O)NCc3ccccc3Cl)CC2)n1
3	nt	-15	-6	nt	26	nt	93	nt	Brc1ccc(-c2nnc3sc(CN4CCN(c5ccccc5)CC4)cn23)cc1
-5	nt	4	4	nt	-4	nt	80	nt	CC1CCc2c(sc3ncnc(SCC(=O)N4CCN(C(=O)c5ccco5)CC4)c23)C1 (stereo not drawn)
-12	0	-5	-5	-37	-1	12	102	1	O=C(CN1CCCC1)Nc1ccccc1Cl
nt	0	-5	nt	14	-2	-2	nt	-12	CCOC(=O)C1=C(C)N=C2c3ccccc3C(=O)C2C1c1ccccc1 (stereo not drawn)
nt	-5	nt	nt	7	nt	11	nt	-4	Cc1ccc2cc(C#N)c(SCC(=O)N3CCCc4ccccc43)nc2c1C
5	-1	7	4	4	-6	10	92	-6	CCCCCCOC(=O)CCc1c(C)nc(N)[nH]c1=O
72*	6	-7	81*	-25	64	11	38[fluorescence artefact?]	-7	CCOC(=O)C1=C(O)/C(=C\c2ccc(CNC(=O)C(=O)Nc3ccccc3)o2)N=C1C
-1	nt	-19	4	nt	1	nt	97	nt	O=C(CCn1cccc1)N1CCc2ccccc21
-3	6	nt	-2	-9	nt	1	83	-12	Cc1cc(N)n2ncc(-c3ccc(Cl)cc3)c2n1
-17	-2	-9	-2	16	-3	7	114	-6	O=C(Cn1nc(-c2ccccc2)c2ccccc2c1=O)Nc1cccnc1
11	1	0	10	-108	14	116*[fluorescence artefact?]	96[fluorescence artefact?]	-16	Cc1ccc(CN=Cc2[nH]c3ccc(Br)c(Cl)c3c2O)cc1
0[fluorescence artefact?]	-6	nt	4	-6	nt	0	135	0	CCCOc1ccc(OC(=O)c2ccc(Br)o2)cc1
-10	-1	-11	-3	-1	-2	3	122	-2	Cn1c(SCc2ccc(Br)cc2)nnc1-c1ccncc1
-14	-2	nt	-20	-4	nt	-4	104[fluorescence artefact?]	-7	CCC(C)N1CCCC1C(=O)Nc1c(C)cc(C)cc1C (stereo not drawn)

Given with values under each structure: part of the list above.
The line under a structure holds: ERb SRC1 inh | FAK blocker | Mac1 fbg inh | ERa coact inh | Plk1 PBD FP | CD11b adhes enh | HIV Rev-RRE inh | ERa coact pot | PLK1 inh
CC1CCc2c(sc3ncnc(SCC(=O)N4CCN(C(=O)c5ccco5)CC4)c23)C1 (stereo not drawn)
 : -5 | nt | 4 | 4 | nt | -4 | nt | 80 | nt
COc1ccccc1NC(=O)c1cc(Cl)ccc1NC(=O)c1ccco1
 : -10[fluorescence artefact?] | 1 | -26 | -10 | 1 | 7 | 4 | 96 | -9

Next section
ERb SRC1 inh	FAK blocker	Mac1 fbg inh	ERa coact inh	Plk1 PBD FP	CD11b adhes enh	HIV Rev-RRE inh	ERa coact pot	PLK1 inh	structure
-2	3	-6	2	1	1	24	102	3	c1ccc2c(c1)CCCN2c1nc2ccccc2n2cnnc12
39[fluorescence artefact?]	-1	-7	33	-35	11	27	424*[fluorescence artefact?]	-17	COc1cc2c3nnc(-c4ccc(F)cc4)c-3cn(Cc3ccccc3)c2cc1OC
7	-6	nt	-1	-4	nt	-1	68	-7	CC(=O)c1ccc(-n2c(CCC(=O)O)ccc2-c2cccs2)cc1
12	-5	2	-5	0	1	-3	123	-5	Cn1c(CN2CCOCC2)nnc1SCC(=O)Nc1ccc2c(c1)OCCO2
-9	1	nt	-4	15	nt	3	90	-13	CCOC(=O)CSc1nnc(Cc2ccccc2)n1-c1ccc(C)cc1
19	9	nt	14	-13	nt	3	97	0	O=C(CSc1ccc2nnc(-c3cccc(F)c3)n2n1)NCc1ccco1
6	0	-30	7	-18	11	0	114	-3	CCn1c(SCC(=O)NCc2ccc3c(c2)OCO3)nnc1-c1cccs1
-21	-2	nt	-14	-6	nt	-4	99[fluorescence artefact?]	9	CCCCCCNCCn1cnc2c(N)ncnc21
18	0	nt	11	3	nt	-2	89	-10	COc1ccccc1CNC(=O)C(C)NS(=O)(=O)c1ccccc1 (stereo not drawn)
-1	0	nt	-1	5	nt	14	92	-7	O=c1cc(COn2nnc3ccc(C(F)(F)F)cc32)nc2sccn12
nt	-3	nt	nt	44	nt	2	nt	-18	COCC(=O)Nc1cc([N+](=O)[O-])ccc1C
-7	1	2	-4	-4	3	8	118[fluorescence artefact?]	-9	Cc1cc(=O)oc2cc(OCC(=O)NCCCN3CCOCC3)ccc12
5	0	nt	-5	-35	nt	6	111	-11	Cc1nn(C)cc1/C=C/C(=O)c1cccs1
13	nt	35	0	nt	-4	nt	110	nt	O=c1oc2c(CN3CCOCC3)c(O)c(Cl)cc2c2c1CCCC2
4	8	nt	-9	32	nt	11	131	-3	COc1cccc(C(=O)NCCN2CCOCC2)c1
nt	0	nt	nt	-6	nt	10	nt	-11	CCOc1cc(C2NN=C(c3ccccc3)S2)ccc1OCc1ccccc1Cl (stereo not drawn)
-15	0	nt	-17	1	nt	4	101	-14	COCCn1nnnc1CN1CCC(C)CC1
20[fluorescence artefact?]	-1	nt	6[fluorescence artefact?]	-12	nt	4	83	-2	CCOc1ccc(S(=O)(=O)N2CCN(c3ccccc3)CC2)c2cccnc12
-6	1	nt	-12	-19	nt	2	93	-10	CCCC(=O)Nc1ccc2c(c1)nc(CN1CCN(C(C)=O)CC1)n2C
-2[fluorescence artefact?]	2	-2	-2	19	4	1	132[fluorescence artefact?]	-19	Cn1c(NC(=O)c2cccc(Cn3cc(Cl)cn3)c2)nc2ccccc21
11[fluorescence artefact?]	-150	2	-31[fluorescence artefact?]	3	2	1	969*[fluorescence artefact?]	-45	O=C(CSc1nnc(-c2cccs2)n1-c1ccccc1)Nc1ccccc1
4[fluorescence artefact?]	3	2	11	-1	-1	3	106	-6	C=CCSc1nc2c(c(=O)n(C)c(=O)n2C)n1CC
3	nt	4	9	nt	-4	nt	86	nt	Cc1ccc(NC(=O)CSc2nccc(=O)[nH]2)c(S(=O)(=O)N2CCOCC2)c1
nt	-2	2	nt	-10	-4	5	nt	-15	CC(CCc1ccccc1)NC(=O)C(=O)NCCO (stereo not drawn)
-8	nt	-6	1	nt	1	nt	107	nt	Cc1ccc(C)c2[nH]c(=O)c(CCNC(=O)C(C)C)cc12
